Granule exo inh = lytic granule exocytosis inhibition. TALL-104 LAMP-1 surface exposure, flow cytometry; cells stimulated with thapsigargin and PMA. inhibition, % at 10 µM. hit rate 0.66% among 360,000. AID 651702;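 active means inhibition above about 55%, limit read from the data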
CaV13 FRET inh = Disruptors of the CACNA1D IQ motif to Ca2+-dependent inactivation inhibitor domain association, primary screening, Förster resonance energy transfer in intact living …; HEK cells, CFP/YFP FRET ICDI-IQ, plate reader, 10 min; percent FRET-ratio fall versus neutral wells; inhibition, % at 12.3 µM; hit rate 0.098% among 340,000;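 active means mean replicate inhibition of at least 30% and at least 1% of replicates passing that level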;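 further: 0% = median of the neutral control wells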
PDI turbidity = inhibitors of human protein disulfide isomerase. AID 588391. inhibition, % at 10 µM. P07237. PDI insulin aggregation turbidity, A650, 90 min. hit rate 0.052% among 350,000;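 active means mean inhibition across replicates of 30% or more, whatever share of single replicates reach that level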;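 further: absorbance from insulin aggregation driven by PDI reduction with DTT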
ABCB6 inh 2 = human ABCB6 transporter inhibition. Q9NP58. K562-ABCB6 porphyrin accumulation, flow cytometry, 1 h; hits give low values. fluorescence ratio to DMSO, % at 10 µM. hit rate 0.19% among 360,000;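 active means fluorescence ratio to DMSO below 75%, the collection mean minus 3 SD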;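 further: signal is porphyrin accumulated inside mitochondria; 100% equals median channel fluorescence of DMSO control wells; lower ratio means ABCB6 inhibition with less porphyrin fluorescence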
H9c2 protect = myocardial damage modulation in H9c2 cells; H9c2 cardiomyocytes, H2O2 injury protection, ATPLite, 2 h; protection from H2O2 cell death, % at 20 µM; hit rate 0.63% among 360,000; AID 588492;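 active means compounds giving at least 50% protection of heart cells from peroxide-induced death in the single-dose screen, raw or plate-pattern-corrected value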;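 further: 0% = DMSO wells with peroxide and 100% = DMSO wells without peroxide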
MC4R antag cAMP = human MC4R antagonism in cAMP assay. P32245. MC4R-expressing cells, MTII-stimulated cAMP, LANCE TR-FRET. inhibition, % at 6.5 µM. hit rate 0.48% among 360,000;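 active means inhibition above its plate's cutoff, the mean of tested wells on that plate plus 3 SD, cut at about 29% in these data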;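 further: 0% = Melanotan II alone and 100% = Melanotan II plus saturating MCL0020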
Target sequence (P32245 whole entry, looked up): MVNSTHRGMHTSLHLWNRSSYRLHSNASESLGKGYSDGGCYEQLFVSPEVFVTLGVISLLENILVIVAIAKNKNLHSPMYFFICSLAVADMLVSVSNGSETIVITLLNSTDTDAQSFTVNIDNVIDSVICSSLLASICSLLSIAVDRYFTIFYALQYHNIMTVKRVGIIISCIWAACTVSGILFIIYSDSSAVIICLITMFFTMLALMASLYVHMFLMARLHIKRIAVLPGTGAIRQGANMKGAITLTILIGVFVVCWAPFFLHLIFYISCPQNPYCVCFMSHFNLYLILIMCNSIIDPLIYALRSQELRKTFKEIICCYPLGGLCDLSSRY
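Material – human MC4R-expressing U2OS cells · Repeats – no replicates · Detection – TR-FRET with Eu-cAMP and labeled anti-cAMP, 671 nm · Times – compound 30 min, challenge 1 h, detection 1 h · Compound – single nominal compound dose of 6.5 µM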
m5-HT2A agonist = activates the mouse 5-HT2A serotonin receptor; activation, % at 7.6 µM; hit rate 0.66% among 360,000; CHO-K1 mHTR2A beta-arrestin complementation, luminescence; percent of 30 µM serotonin response; AID 624169; P35363;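 active means activation above a run cutoff, the mean activation of all tested compounds plus 3 SD, cut at about 14% in these data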;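 further: 0% = plate median of compound wells and 100% = 30 µM serotonin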
Target sequence (P35363 whole entry, looked up): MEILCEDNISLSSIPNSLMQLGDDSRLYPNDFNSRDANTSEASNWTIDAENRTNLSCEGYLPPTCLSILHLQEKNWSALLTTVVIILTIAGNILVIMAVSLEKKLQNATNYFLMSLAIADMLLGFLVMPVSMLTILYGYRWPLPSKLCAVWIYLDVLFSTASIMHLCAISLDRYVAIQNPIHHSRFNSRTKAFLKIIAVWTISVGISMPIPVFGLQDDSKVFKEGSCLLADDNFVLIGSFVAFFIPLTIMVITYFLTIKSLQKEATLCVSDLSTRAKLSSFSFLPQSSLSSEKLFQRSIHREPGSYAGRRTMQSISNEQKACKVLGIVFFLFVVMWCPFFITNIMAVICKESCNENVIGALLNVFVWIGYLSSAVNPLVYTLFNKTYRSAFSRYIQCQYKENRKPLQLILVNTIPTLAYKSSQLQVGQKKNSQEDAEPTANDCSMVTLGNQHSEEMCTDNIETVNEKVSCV
Glyco luc inh = blocks N-linked glycosylation in D54 reporter cells. D54 ERlucT glycosylation luciferase reporter, 24 h; percent of 100 nM tunicamycin response. reporter increase, % at 12.5 µM. hit rate 0.23% among 360,000. AID 588692;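 active means mean luciferase reporter signal, scaled so untreated is 0 and the glycosylation-blocking control 100, at or above a set limit in every replicate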;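 further: luciferase carries N-glycosylation sites so blocking glycosylation raises the light; 0% = median of neutral control wells and 100% = median of 100 nM tunicamycin wells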
ABHD5 PLIN5 PPI = ABHD5-PLIN5 protein interaction inhibition; Split G. princeps luciferase complementation, luminescence, 4 h; inhibition, % at 4 µM; Q00G26+Q8WTS1; hit rate 0.78% among 360,000; AID 602281;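 active means inhibition above the mean inhibition across every tested compound plus 3 SD, cut at about 22% in these data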;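 further: 0% = DMSO only wells and the 100% control is not disclosed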
MC4R barr agon = agonists of human melanocortin 4 receptor (MC4R) beta-arrestin; P32245; U2OS MC4R beta-arrestin complementation, luminescence; percent of melanotan II response, DMSO zero; activation, % at 8.9 µM; hit rate 0.98% among 360,000; AID 540308;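 active means activation above a per-plate cutoff, the mean activation of sample wells on that plate plus 3 SD, cut at about 8% in these data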
Numbers without * were called inactive; i = inactive; . = no result given. Compounds were not picked by outcome; about 4.2% have a hit in one of these screens.

SMILES	Granule exo inh	CaV13 FRET inh	PDI turbidity	ABCB6 inh 2	H9c2 protect	MC4R antag cAMP	m5-HT2A agonist	Glyco luc inh	ABHD5 PLIN5 PPI	MC4R barr agon
CCOC(=O)C1=CCN(S(=O)(=O)c2ccccc2Cl)C1c1cccc(Br)c1 (centres undefined)	-1	-7	.	95	-3	.	-5	-3	6	.
CCN(C(=O)COC(=O)c1ccc2c(c1)OCO2)c1ccc(F)cc1	-8	-6	-5	100	1	-2	-1	-1	0	-1.0
CN(CC(=O)Nc1ccc(N2CCOCC2)cc1)C(=O)C12CC3CC(CC(C3)C1)C2	-1	-5	-10	96	0	3	1	-3	-10	-1.2
CC(C)(C)N(NC(=O)c1ccccc1)C(=O)c1cccc(C(=O)N(NC(=O)c2ccccc2)C(C)(C)C)c1	21	-5	-8	95	5	-2	-5	-1	0	1.8
COc1ccc(Cl)cc1S(=O)(=O)N1CCCC1	-1	.	6	102	4	8	-2	1	-7	2.6
O=c1c2ccccc2ncn1-c1ccc(Cl)c(Cl)c1	-2	-9	0	108	2	7	-2	1	-4	-1.9
O=C(O)[C@@H]1CSC2c3ccccc3C(=O)N21 (some centres undefined)	13	-2	-6	101	6	15	-8	2	-5	-2.6
CCCn1c(NCc2ccco2)nc2c1c(=O)n(C)c(=O)n2C	-3	-7	0	93	-23	-3	3	2	2	-0.6
COc1ccc(Cn2c(=O)[nH]c3cc(C(=O)NCc4ccc5c(c4)OCO5)ccc3c2=O)cc1	4	-3	1	98	-3	9	5	-3	-1	3.9
COc1cccc(-c2ncc3ccccc3c2COC(=O)N2CCOCC2)c1	-18	-11	7	92	21	11	-2	2	0	0.1
COc1ccc(NC(=O)Cn2nc(C(=O)O)c3ccccc3c2=O)cc1OC	-6	-3	1	98	20	-5	-3	2	4	0.8
Cc1ccc(S(=O)(=O)N/N=C\c2ccc3c(c2)OCO3)c(C)c1	-2	.	5	95	5	-8	-8	2	-1	-0.8
CCN(CC)CCNC(=O)CCc1c(C)nc2c(c(C)nn2-c2ccc(C)c(C)c2)c1C	41	-14	-8	89	9	2	-1	-6	13	-0.8
NNC(=O)c1nnn(-c2nonc2N)c1CN1CCCC1	16	-2	2	96	1	-1	1	0	-8	0.5
C(=C\c1ccc2ccccc2n1)/c1ccccc1	10	-5	1	98	-15	-4	-3	-21	-11	0.3
O=c1oc2cc(Oc3ccc(C(F)(F)F)cc3[N+](=O)[O-])ccc2c2c1CCCC2	1	.	19	111	-8	-4	-1	-2	0	-1.1
O=C(C1CCCCC1)N1CCN=C1SCc1cccc([N+](=O)[O-])c1	-2	-9	-5	94	-3	4	1	-3	-8	1.5
C/C(Cc1ccccc1)=N\NC(=O)CNC(=O)c1ccccc1O	2	-6	0	96	0	-4	-4	0	1	-1.0
O=C(CSc1nnc(-c2ccccc2)o1)NC1CCCCC1	-3	-4	2	96	6	15	-5	1	0	-1.6
Cc1cc(OC(=O)c2ccccc2)c([N+](=O)[O-])c(=O)[nH]1	3	-5	-7	105	3	15	2	2	-1	1.9
O=C(CSc1nnc(NC(=O)c2ccccc2[N+](=O)[O-])s1)NCC1CCCO1 (centres undefined)	1	-5	-1	107	-8	0	-4	0	0	-1.6
CCOc1cc2[nH]c(=O)n(CCCC(=O)N(C)Cc3ccccc3)c(=O)c2cc1OCC	-9	-3	4	97	7	6	-1	0	-7	-2.0
O=C(CNS(=O)(=O)c1ccccc1)Nc1ccc2c(c1)OCO2	-3	-5	9	95	-5	1	2	2	1	-2.7
CN(C)CCCNc1nc2sc3c(c2c(=O)n1CCc1ccccc1)CCCCC3	7	-19	13	107	-13	1	-3	4	6	1.0
Cc1nc(-c2ccc(F)cc2)c(CC(=O)N(C)CC(=O)Nc2ccccc2C(F)(F)F)s1	18	-15	-5	98	-4	10	-2	-1	4	-3.0

By substructure, the entries above with a CF3 group
SMILES	Granule exo inh	CaV13 FRET inh	PDI turbidity	ABCB6 inh 2	H9c2 protect	MC4R antag cAMP	m5-HT2A agonist	Glyco luc inh	ABHD5 PLIN5 PPI	MC4R barr agon
O=c1oc2cc(Oc3ccc(C(F)(F)F)cc3[N+](=O)[O-])ccc2c2c1CCCC2	1	.	19	111	-8	-4	-1	-2	0	-1.1
Cc1nc(-c2ccc(F)cc2)c(CC(=O)N(C)CC(=O)Nc2ccccc2C(F)(F)F)s1	18	-15	-5	98	-4	10	-2	-1	4	-3.0

Following part.
SMILES	Granule exo inh	CaV13 FRET inh	PDI turbidity	ABCB6 inh 2	H9c2 protect	MC4R antag cAMP	m5-HT2A agonist	Glyco luc inh	ABHD5 PLIN5 PPI	MC4R barr agon
CCOC(=O)C1=C(O)CCn2c1nc1ccccc12	-3	-7	0	102	-1	15	-10	1	-8	-0.1
Nc1nonc1-n1nnc(C(=O)N/N=C/c2ccc(OCc3ccccc3)cc2)c1CN1CCCCC1	0	-3	-2	91	-11	9	0	-4	-12	1.1
Cc1ccc(S(=O)(=O)NNC(=O)Cc2cccn2C)cc1	1	-6	2	104	5	15	10	2	2	-2.0
CS(=O)(=O)c1ccc(Cl)c(NC(=O)C2CCN(S(=O)(=O)c3cccs3)CC2)c1	-4	-2	10	92	8	7	-7	-1	1	-2.4
CCN(CC)CCCn1c2c(c(SCC(=O)Nc3nc4ccccc4s3)nc1=O)CCC2	5	-7	-2	101	1	-3	-7	-4	-2	1.5
COc1cc(OC)nc(NC(=O)COC(=O)c2cccc(Cl)c2)n1	-1	0	2	98	-11	-7	3	1	6	6.9
Cc1ccc(SCC(=O)NC(C)(C)C)cc1	-1	.	18	102	-1	-1	0	1	-1	-0.7
CCC(C)(C)c1nnc(NC(=O)c2cccc([N+](=O)[O-])c2)s1	-3	-5	0	91	1	6	4	1	2	-0.9
O=C(COC(=O)COc1ccc(Br)cc1)Nc1cccnc1Cl	0	-2	5	99	-2	-1	3	0	-2	-2.2
COCCNC(=O)c1onc(CS(=O)(=O)c2cc(C)cc(C)c2)c1C(=O)NCCOC	-3	-10	13	93	0	2	-2	3	-5	0.4
COCCCNC(=S)Nc1cccc(S(=O)(=O)NC2=NCCC2)c1	4	-6	-5	100	2	1	-4	0	1	-1.5
Cc1ccc2nc(SCC(=O)NNC(=O)c3ccccc3)[nH]c2c1	0	-5	8	98	5	12	-3	-1	-1	-1.7
COc1cccc(OC)c1C(=O)OCC(=O)Nc1ccc(OC(F)(F)F)cc1	-2	-5	4	96	2	4	1	-2	-7	-1.2
NC(=O)[C@H](Cc1cc2ccccc2s1)NC(=O)[C@@H]1CC2(CC(c3cccc(NC(=O)[C@@H]4CCC(=O)N4)c3)=NO2)CN1C(=O)/C=C/Sc1ccccc1 (some centres undefined)	-1	-11	26	90	7	0	6	-1	21	-1.6
Cc1c(CCO)c(=O)[nH]n1S(=O)(=O)c1cccc(C(F)(F)F)c1	0	-7	7	100	8	-5	4	1	-4	-1.3
CCO[C@H]1OC(C(=O)Nc2ccccc2)=C[C@@H](c2coc3ccccc3c2=O)[C@@H]1CCCO	6	-10	-3	99	-3	9	-6	-2	6	-0.8
COc1ccc(C2CC(O)(c3ccccc3)Oc3c(C)ccc(C)c32)cc1 (centres undefined)	-6	-5	13	90	-2	5	0	-4	-10	-1.5
COc1ccc(C(=O)OCC(=O)c2ccc(CNC(C)=O)s2)cc1	-7	-1	-3	89	1	-7	0	1	7	-0.8
CC(C)c1ccc(NC(=O)CSc2n[nH]c(=O)n2C2CC2)cc1	2	-2	-9	98	-2	-4	-1	8	-8	-1.8
Cc1cc(=O)oc2cc(OCC(=O)OCC(=O)Nc3ccc4ccccc4c3)ccc12	8	-5	-6	103	18	6	0	2	1	-2.2
CCC(=O)CN(Cc1cc(OC)ccc1OC)S(=O)(=O)c1ccccc1Br	-8	-8	-2	102	-4	-2	2	0	1	-1.1
COc1ccc(-c2ccc3c(c2)[C@@H]2C[C@H](N(C)S(=O)(=O)c4ccccc4)[C@H]([C@H](C)O)C(=O)N2CC3)cc1	3	-3	-6	100	14	0	6	-1	4	-0.1
CCN(CC)CCN1C(=O)c2ccccc2NC1c1ccc(F)cc1 (centres undefined)	-1	-3	-10	92	6	2	-2	2	-2	1.1
Cc1csc(NC(=O)CSc2nnnn2C)n1	2	-8	10	81	-2	0	7	0	2	4.7
Cn1cnc2c1c(=O)n(Cc1ccc(Cl)cc1Cl)c(=O)n2C	13	-5	8	97	23	-24	1	3	5	-0.7

Next part.
SMILES	Granule exo inh	CaV13 FRET inh	PDI turbidity	ABCB6 inh 2	H9c2 protect	MC4R antag cAMP	m5-HT2A agonist	Glyco luc inh	ABHD5 PLIN5 PPI	MC4R barr agon
CN1CCCN(C(=O)CNC(=O)c2ccc(Cl)cc2Cl)CC1	0	-7	-4	106	-1	11	0	-1	-3	-1.5
COc1ccccc1CNC(=O)CCCN1C(=O)NC2(CCCC2)C1=O	0	-6	0	90	6	0	3	3	-5	-2.5
CC(=O)c1c(C)[nH]c(C(=O)Nc2ccc(N3CCCCCC3)cc2)c1C	31	-5	-4	99	2	11	-4	-5	2	0.5
CCN1/C(=C/c2ccc3cc(C)cc(C)c3[n+]2CC)Sc2cc(C)ccc21	77*	-6	-2	i	-30	-14	1	11	8	45*
O=c1cc(N2CCCCC2)nc2n1CCCS2	0	-7	-1	102	3	3	3	-1	-2	-0.8
O=C1N[C@H](Cc2ccccc2)COC(=O)[C@H](Cc2ccc(F)cc2)CC/C=C/C[C@@H]1CC(=O)N(CCO)Cc1ccccc1	1	-4	-2	94	-3	6	-6	-2	0	-2.6
CC(=O)c1cccc(NC(=O)c2ccccc2N(C)S(=O)(=O)c2ccc(C)cc2)c1	-1	-2	9	101	8	1	7	0	-2	-0.6
COc1ccc(/C=N\NC(=O)c2ccccc2)cc1COc1ccccc1	16	-10	-6	97	10	3	-5	-1	1	-0.7
Cc1ccc2ncnc(Oc3ncccc3NC(=O)C(C)(C)C)c2c1	-2	-5	12	98	-5	9	-3	-1	-4	1.6
CCCN(CCC)CCNC(=O)C1CCN(Cc2nc(-c3ccc(Cl)cc3)oc2C)CC1	29	-5	-2	100	5	-3	-4	-2	3	-0.1
COc1ccc(OCC(O)CN2CCNCC2)cc1 (centres undefined)	6	-3	-5	86	0	-2	-1	1	-9	-1.8
O=C(Nc1ccc(S(=O)(=O)NCc2ccco2)cc1)C1CCCCC1	-3	-5	2	96	-7	2	-5	-5	-3	-1.2
COc1cc(C(=O)OCC2CC(c3ccccc3)=NO2)cc(OC)c1OC (centres undefined)	-2	-4	12	96	-3	0	3	1	2	0.4
O=C(COC(=O)c1ccccc1NCCO)NNC(=O)c1cccs1	5	-12	5	96	1	-4	0	5	-3	-1.8
O=C1CCN(Cc2ccccc2)S(=O)(=O)c2c(F)cc(F)cc21	-3	-10	1	96	-2	11	0	-1	8	-0.4
O=C(c1ccc(C#CC2(O)CCCCC2)cc1)N1CCN(C(c2ccccc2)c2ccccc2)CC1	7	-3	9	102	-15	6	4	-6	5	-1.3
CCN1CCN(CCOc2cccc(Oc3ccccc3)c2)CC1	1	-3	0	94	-8	8	-1	-4	8	-3.2
O=C(c1cc(-c2ccc(Br)cc2)n[nH]1)N1CCN(C(=O)c2ccccc2Br)CC1	-1	-7	-3	98	3	4	2	-3	7	0.2
CCOc1ccc(-c2nnc(N)o2)cc1	2	.	11	88	0	1	0	1	-3	-2.2
